# Compound activity as filed in PubChem BioAssay.
# CHT allo act – CHT positive allosteric modulators, primary screen, cell-based, membrane potential dye, choline EC20; High affinity choline transporter 1 (Homo sapiens), Q9GZV3; CHT-expressing cells; hits give high values; LV-AA mutant CHT in HEK293 cells; B-score at 10 µM; 0.49% of 310,000 active;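 active = initial fluorescence not abnormally high and integrated response B-score, plate-corrected, over 3 SD above library mean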
# Target sequence (Q9GZV3 whole entry, looked up): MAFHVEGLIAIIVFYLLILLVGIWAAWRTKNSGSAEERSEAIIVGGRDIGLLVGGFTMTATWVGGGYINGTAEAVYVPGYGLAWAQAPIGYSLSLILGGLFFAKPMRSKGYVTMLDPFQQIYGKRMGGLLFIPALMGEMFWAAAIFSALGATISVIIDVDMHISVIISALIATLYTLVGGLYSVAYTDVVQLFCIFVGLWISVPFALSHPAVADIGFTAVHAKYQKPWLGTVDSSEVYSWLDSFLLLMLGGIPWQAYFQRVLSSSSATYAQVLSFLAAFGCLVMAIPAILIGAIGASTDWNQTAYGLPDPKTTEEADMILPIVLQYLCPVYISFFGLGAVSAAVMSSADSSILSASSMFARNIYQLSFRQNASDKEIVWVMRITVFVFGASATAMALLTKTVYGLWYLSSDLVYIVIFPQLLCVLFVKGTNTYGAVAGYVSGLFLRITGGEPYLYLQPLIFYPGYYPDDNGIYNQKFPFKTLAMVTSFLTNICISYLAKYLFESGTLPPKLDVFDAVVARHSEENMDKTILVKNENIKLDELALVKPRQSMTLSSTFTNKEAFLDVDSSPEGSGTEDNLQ
# OX1R antag – OX1R (HCRTR1) antagonists, primary screen, fluorescence, CHO/OX1R cells, Fluo-8 calcium, orexin A; Orexin/Hypocretin receptor type 1 (Homo sapiens), O43613; Fluo-8 calcium fluorescence; inhibition, % at 5 µM; 0.43% of 330,000 active;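 active = inhibition above its plate's threshold, mean inhibition of all tested compounds on the plate plus 3 SD, cut at about 37% in these data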;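 also: 0% = orexin A challenge wells and 100% = SB-334867-A antagonist wells; not every result past the cut was called active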
# Target sequence (O43613 whole entry, looked up): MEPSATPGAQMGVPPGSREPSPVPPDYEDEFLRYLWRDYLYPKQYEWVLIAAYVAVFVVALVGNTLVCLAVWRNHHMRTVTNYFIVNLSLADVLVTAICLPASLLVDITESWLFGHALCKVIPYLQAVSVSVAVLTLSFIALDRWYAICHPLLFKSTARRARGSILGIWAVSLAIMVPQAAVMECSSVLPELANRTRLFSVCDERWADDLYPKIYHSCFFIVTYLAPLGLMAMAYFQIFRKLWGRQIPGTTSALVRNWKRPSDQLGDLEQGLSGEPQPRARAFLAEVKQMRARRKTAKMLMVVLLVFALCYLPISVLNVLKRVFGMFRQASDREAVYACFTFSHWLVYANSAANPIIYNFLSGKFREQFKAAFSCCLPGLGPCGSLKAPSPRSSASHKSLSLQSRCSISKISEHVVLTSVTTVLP
# Starred values were filed as active, the others as inactive; i = inactive; · = not tested or not shown.
SMILES,CHT allo act,OX1R antag
O=C(O)CCC(=O)Nc1ccccc1N1CCOCC1,i,-20
CCOC(=O)C1CCN(C(=O)c2cc(C(C)(C)C)nn2Cc2ccccc2)CC1,i,-36
CS(=O)(=O)c1ccc2nc(NC(=O)C3CC3)sc2c1,i,-9
CCOC(=O)c1ccc2cccc(C)n2c1=O,i,-22
Cc1ccc(F)cc1NC(=O)c1ccc2c(c1)OCO2,i,-18
CC(=O)Nc1ccc(OCC(O)CN2CCN(c3ccccc3Cl)CC2)cc1 (configuration not stated),i,-31
COc1ccccc1OCC(=O)NNc1c2ccccc2nc2ccccc12,i,-23
COc1cccc(CNCc2ccccn2)c1OC,i,-15
CCN(CC)c1ccc(NC(=O)CN2C(=O)CC(C)(C)S(=O)(=O)c3ccccc32)c(C)c1,i,-4
CC(c1cccs1)N(Cc1ccco1)C(=O)Nc1ccc(Cl)c(Cl)c1 (configuration not stated),i,44*
COc1cc(N)n(S(=O)(=O)c2ccc(C)cc2)n1,i,-12
Cc1ccc2nc(N3CCCCC3)c(C=O)c(=O)n2c1,i,1
CCC[C@@H](CN1CCC[C@H]1CN1C(N)=NC[C@H]1CC(C)C)N1C[C@@H]([C@H](C)CC)N(CCCC2CCCC2)C1=N,·,-33
COc1ccc2[nH]c(C(=O)O)c(NS(=O)(=O)c3ccc(Cl)s3)c2c1,i,0
N#Cc1ccc(/C=N/NC(=O)CCc2ccc(S(=O)(=O)N3CCOCC3)cc2)cc1,i,-11
C=CCSc1nnc(NC(=O)C2CC(=O)N(c3ccc4c(c3)OCCO4)C2)s1 (configuration not stated),·,-21
COc1ccc(C(=O)C(OC(=O)c2ccccc2)c2ccccc2)cc1 (configuration not stated),i,-4
Cc1ccc(C)c(NC(=O)CSc2nnc(CNC(=O)c3ccco3)o2)c1,i,-12
Cc1ccc(CNC(=S)Nc2ccc(C)c([N+](=O)[O-])c2)cc1,i,-5
O=C(c1ccc(Cl)cc1[N+](=O)[O-])N1CCN(c2ccccn2)CC1,i,-14
CCc1ccc(N2CC(C(=O)Nc3cccc(S(=O)(=O)N4CCCC4)c3)CC2=O)cc1 (configuration not stated),i,-9
Cc1cc(C)n(-c2c(F)c(F)c(CO)c(F)c2F)n1,i,0
CCCCN(C)C(=O)c1cccc(OC2CCN(CC(C)(C)C)CC2)c1,i,-19
N#CC1=C(SCC(=O)Nc2ccc(C(=O)O)cc2)NC(=O)CC1c1ccco1 (configuration not stated),i,8
Cc1ccsc1C(=O)OCC(=O)NCCc1ccccc1,·,-12
CCc1ccc(CN(C)C(=O)CCc2nnc(Cc3cccc(C)c3)o2)nc1,i,-33
CCOC(=O)c1ccc(N2C(=O)CC(N3CCN(Cc4ccccc4)CC3)C2=O)cc1 (configuration not stated),i,-42
CCOc1ccc(N(CC(=O)NCc2ccc(OC)cc2)C(=O)CCC(=O)Nc2nccs2)cc1,i,-38
CCOC(=O)Cn1nnnc1C(CC)N(Cc1ccccc1)Cc1cc2cc(C)ccc2[nH]c1=O (configuration not stated),i,-31
O=C(N/N=C/c1cccc(O)c1)c1cc(C2CC2)nc2ccccc12,i,-24
Cc1c(C(=O)NNC(=O)c2cccnc2)cccc1[N+](=O)[O-],·,2
Cc1cc(C(=O)Nc2cccc(C(=O)O)c2)oc1C,i,-10
CC(C)n1c(SCC(N)=O)nc2c1c(=O)n(C)c(=O)n2C,i,-6
Clc1cccc(CSc2nc3ccncc3[nH]2)c1,i,-21
COC(=O)CCC(=O)Nc1ccc(Cl)c(Cl)c1,i,-2
CC(C)CNC(=O)CCc1c[nH]c2ccccc12,i,-24
O=C1CC2(CCN(C(=O)C3CC(=O)N(c4ccccc4)C3)CC2)Oc2ccccc21 (configuration not stated),i,-37
Cc1cc(C)n(-c2ccc(NC(=O)C3CCCCN3C(=O)c3ccoc3C)cc2)n1 (configuration not stated),i,-23
O=C1CCCN1CCCNS(=O)(=O)c1cccc(F)c1,i,-3
CCCC1CCc2c(sc(NC(=O)OCC)c2C#N)C1 (configuration not stated),i,7
O=C(CN1CCCCC1)Nc1cccc(Cl)c1,i,-20
Cc1oc2ccc(OCc3ccc(F)cc3Cl)cc2c1C(=O)O,i,-10
CC(Oc1ccccc1)c1nnc(N)s1 (configuration not stated),i,-17
CCOC(=O)c1c(N)sc(C(O)(C(F)(F)F)C(F)(F)F)c1-c1ccc(F)cc1,i,-10
COc1ccc(N(C)C(=O)c2ccc3snnc3c2)cc1,i,-15
Cc1ccc(S(=O)(=O)N2CCC(C(=O)OC3CCOC3=O)CC2)cc1C (configuration not stated),i,-13
Cn1cccc1Cc1nnc(SCC(=O)NC2CCCCC2)n1-c1ccc(F)cc1,i,-21
COc1ccc(OC)c(-n2c(=S)[nH]c3cc(C(=O)N(C)Cc4ccccc4)ccc3c2=O)c1,i,-12
COc1ccc(-c2nn(-c3ccccc3)cc2/C=N/O)cc1,i,-15
O=C1c2ccccc2[C@@H]2C[C@@H](O)[C@H](Nc3ccccc3Cl)CCN12,·,9
O=C(Nc1ccc2c(c1)OCCO2)C1CC1c1ccccc1 (configuration not stated),i,1
COC(=O)[C@]1(Cc2ccccc2)N[C@H](CN(C)C(=O)Nc2ccc(C(F)(F)F)cc2)[C@@H]2C(=O)N(Cc3ccccc3)C(=O)[C@@H]21,·,-17
OC(c1ccccc1)(c1ccccc1)C1CCN(C(=S)NC2CCCC2)CC1,i,-19
O=C(c1ccc(CS(=O)Cc2ccc(Cl)cc2)o1)N1CCN(c2ccccc2F)CC1 (configuration not stated),i,-34
O=C(Nc1ccc2c(c1)OCO2)C1Cc2ccccc2CN1S(=O)(=O)c1cccs1 (configuration not stated),i,-27
CC(C)NC(=O)CSc1nnc(-c2ccc(S(=O)(=O)N3CCCC3)cc2)n1CC1CCCO1 (configuration not stated),i,-2
COC(=O)c1ccc(CNC(=O)CNC(=O)c2sc3ccccc3c2Cl)cc1,i,-24
CCn1c(CSCc2ccc(F)cc2)nnc1SCC(=O)NCc1ccccc1,i,-8
COc1cc(C(=O)NCCOc2ccccc2)c(Br)c(OC)c1OC,i,-36
COc1cc2nc(Cl)nc(N3CCN(C)CC3)c2cc1OC,i,-18

# (listing goes on)
SMILES,CHT allo act,OX1R antag
COc1cccc(C(=O)NCCS(=O)(=O)N2CCCCCC2)c1,i,-19
COc1ccc(C)cc1NC(=O)Nc1cnccn1,i,-8
CCOc1ccccc1N1C(=O)CC(Sc2n[nH]c(-c3ccccc3)n2)C1=O (configuration not stated),i,2
Cc1ccccc1C(=O)Nc1c2c(nc3ccccc13)CCCC2,i,-33
CC1=CC2=NC(=O)/C(=C\c3cccn3CCOc3ccc(C)c(C)c3)C(=N)N2O1,i,-26
COC(=O)c1ccc(COc2ccccc2/C=C(\C#N)C(=O)Nc2ccccc2C)cc1,i,-26
COc1cc(O)c(C(CC(=O)N2CCOCC2)c2ccc3c(c2)OCO3)c(OC)c1 (configuration not stated),i,-5
CCN(CC)C(=O)c1ccc2c(c1[N+](=O)[O-])C(=O)c1ccccc1C2=O,i,-4
CC(C)(CNc1ccc([N+](=O)[O-])cc1Cl)N1CCOCC1,i,-24
CCCCSCCCNC(=O)Nc1ccc(C)c(C)c1,i,-20
COc1ccccc1CNC(=O)CN1C(=O)NC(c2ccccc2)(c2ccccc2)C1=O,·,-18
COc1ccc(C(CNC(=O)c2oc3cc(Br)ccc3c2C)N2CCCCC2)cc1 (configuration not stated),i,-18
COc1ccccc1NC(=O)C(C)OC(=O)COc1cccc2c1OC(C)(C)C2 (configuration not stated),i,-16
Cc1cc(C)c(C#N)c(SCc2ccc(C(=O)O)cc2)n1,i,-7
COc1ccc(OC)c(S(=O)(=O)NCc2csc(-c3ccccc3)n2)c1,i,-25
CCCCOc1ccc(CCC(=O)N/N=C/c2ccco2)cc1,i,-12
Oc1ccc(C(=S)N2CCCCC2)cc1,i,-16
Cc1c(C(=O)N2CCCCC2CCN2CCCC2=O)oc2c(F)cccc12 (configuration not stated),i,-13
CCN(CC)C(=O)c1ccccc1NS(=O)(=O)c1cccs1,i,15
Cc1ccccc1NC(=S)NC(C)C(c1ccccc1)N1CCN(C)CC1 (configuration not stated),i,-14
CC(=O)Nc1ccc(S(=O)(=O)N2CCN(C(=O)c3ncoc3-c3ccccc3C)CC2)cc1,i,-9
C#CCOc1ccc(/C=C2/C(=O)ON=C2C)cc1OCC,i,-22
CC(=O)c1ccccc1NC(=O)COC(=O)CN1C(=O)C2CCCCC2C1=O (configuration not stated),·,-20
COc1ccc(C(=O)OCC(=O)Nc2ccc3[nH]c(=O)[nH]c3c2)cc1,i,-4
S=c1[nH]nc(-c2ccc(Cl)cc2Cl)n1-c1ccc(Cl)cc1,i,-15
O=C(c1ccc(-n2cncn2)c([N+](=O)[O-])c1)N1CCN(S(=O)(=O)c2ccccc2F)CC1,i,-8
COc1ccc(-c2cnn3c4c(c(C)nc23)CCN4C2CCCC2)cc1OC,i,-23
COc1cc(/C=C2\SC(=S)N(C(Cc3ccccc3)C(=O)O)C2=O)ccc1O (configuration not stated),i,27
CCOc1ccc(NC(=O)CSc2nnc(Cc3csc(C)n3)o2)cc1,i,-15
COc1ccc(/C=C2\SC(=O)N(CCNC(=O)C3CCN(S(=O)(=O)c4cccs4)CC3)C2=O)cc1,i,-6
Cc1ccc(S(=O)(=O)CCC(=O)OC(C)C(=O)NC2CCCCC2C)cc1 (configuration not stated),i,-17
CCOc1ccc(C(=O)NCc2cccnc2)cc1,i,2
O=C1CSC(c2cccnc2)N1Cc1ccc(Cl)cc1 (configuration not stated),i,-10
O=C(Cc1ccccc1)Nc1ccccc1Sc1ccccc1,i,-51
Cn1c(SCC(=O)NC2CCCC2)nnc1-c1ccncc1,i,-14
COCCCNC(=S)N1CCC(NC(=O)c2ccco2)CC1,i,-12
COc1ccc(NC(=O)c2cc(-c3ccc(C)c(C)c3O)n[nH]2)cc1Cl,i,0
CCOC(=O)c1c(C)oc2cc(Br)c(OC(C)C(=O)OCC)cc12 (configuration not stated),i,-52
O=C(NCC1CCCO1)c1c(O)c2cccc3c2n(c1=O)CCC3 (configuration not stated),i,-34
COc1cccc(C(=O)NC2C(=O)N3C(C(=O)O)=C(COC(C)=O)CSC23)c1 (configuration not stated),·,4
CCCCCCn1cc(C(=O)O)c(=O)c2cc(F)c(N3CCCCC3)cc21,i,-15
CCOc1ccc2ccccc2c1/C=N/n1cncn1,i,-26
Cc1cc(C)n(-c2nc(-c3ccccc3)cs2)n1,i,26
O=C1c2ccccc2C(=O)N1C1CCCCC1,i,-2
O=C(CSc1nc2ccccc2c(=O)[nH]1)N1CCN(c2ccccc2F)CC1,i,-26

# Taken from the listing (two entries):
SMILES,CHT allo act,OX1R antag
Cc1ccc(S(=O)(=O)CCC(=O)OC(C)C(=O)NC2CCCCC2C)cc1 (configuration not stated),i,-17
CCOc1ccc(C(=O)NCc2cccnc2)cc1,i,2

# Following part
SMILES,CHT allo act,OX1R antag
CCOC(=O)COc1cc(Br)c(C2NC(=O)NC(C)=C2C(C)=O)cc1OCC (configuration not stated),i,-24
CC(C)=C1C(=O)NN(c2ccc(C)c(Cl)c2)C1=O,i,-6
O=C(NCc1ccccc1)C1CCN(S(=O)(=O)N2CCOCC2)CC1,i,-1
CCC(C(=O)NCc1ccco1)N(C(=O)CNS(=O)(=O)c1ccccc1)c1ccc(F)cc1 (configuration not stated),i,-28
Cc1cc(C(=O)N/N=C/c2ccc([N+](=O)[O-])cc2)c2ccccc2n1,i,-20
Cc1c(C)c2ccc(OCC(=O)Nc3nccs3)cc2oc1=O,i,-11
Cn1nc(C(C)(C)C)cc1C(=O)NNC(=O)c1cccc(Cl)c1,i,-80
COc1ccc(C(=O)NCCN2CCN(C(=O)c3ccc(OC)c(OC)c3)CC2)cc1OC,i,-11
CCCn1c(=O)c(C(=O)Nc2ccccc2C(=O)OC)c(O)c2ccccc21,i,-6
CC(=O)Nc1ccc(S(=O)(=O)N2CCN=C2c2ccccc2)cc1,i,-15
COc1ccc(CN(C)C(C)C(=O)Nc2ccc(S(=O)(=O)N3CCCCC3)cc2)c(OC)c1 (configuration not stated),·,-41
O=C(NCC1CCCO1)c1cn(-c2ccccc2)nc1-c1ccc(F)cc1 (configuration not stated),i,-12

# Among those listed so far, 18 contain a Cl atom.
SMILES,CHT allo act,OX1R antag
CC(=O)Nc1ccc(OCC(O)CN2CCN(c3ccccc3Cl)CC2)cc1 (configuration not stated),i,-31
CC(c1cccs1)N(Cc1ccco1)C(=O)Nc1ccc(Cl)c(Cl)c1 (configuration not stated),i,44*
COc1ccc2[nH]c(C(=O)O)c(NS(=O)(=O)c3ccc(Cl)s3)c2c1,i,0
O=C(c1ccc(Cl)cc1[N+](=O)[O-])N1CCN(c2ccccn2)CC1,i,-14
Clc1cccc(CSc2nc3ccncc3[nH]2)c1,i,-21
COC(=O)CCC(=O)Nc1ccc(Cl)c(Cl)c1,i,-2
O=C(CN1CCCCC1)Nc1cccc(Cl)c1,i,-20
Cc1oc2ccc(OCc3ccc(F)cc3Cl)cc2c1C(=O)O,i,-10
O=C1c2ccccc2[C@@H]2C[C@@H](O)[C@H](Nc3ccccc3Cl)CCN12,·,9
O=C(c1ccc(CS(=O)Cc2ccc(Cl)cc2)o1)N1CCN(c2ccccc2F)CC1 (configuration not stated),i,-34
COC(=O)c1ccc(CNC(=O)CNC(=O)c2sc3ccccc3c2Cl)cc1,i,-24
COc1cc2nc(Cl)nc(N3CCN(C)CC3)c2cc1OC,i,-18
CC(C)(CNc1ccc([N+](=O)[O-])cc1Cl)N1CCOCC1,i,-24
S=c1[nH]nc(-c2ccc(Cl)cc2Cl)n1-c1ccc(Cl)cc1,i,-15
O=C1CSC(c2cccnc2)N1Cc1ccc(Cl)cc1 (configuration not stated),i,-10
COc1ccc(NC(=O)c2cc(-c3ccc(C)c(C)c3O)n[nH]2)cc1Cl,i,0
CC(C)=C1C(=O)NN(c2ccc(C)c(Cl)c2)C1=O,i,-6
Cn1nc(C(C)(C)C)cc1C(=O)NNC(=O)c1cccc(Cl)c1,i,-80

# Rows are unselected. Share with any hit: about 0.8%.
